High-throughput results: PubChem, National Center for Advancing Translational Sciences (NCATS)
CBFb RUNX1 block = inhibitors of human CBF-beta and RUNX1 interaction; AlphaScreen CBFb-His/RUNX1-biotin binding, biochemical; Potency, µM (top dose mostly 59.8 µM), inactives show top-dose activity, negative = inhibition, actives largely listed as inhibitors; 230,000 tested, under 10 active; AID 1477; also: % of control where 0% means no effect
Target sequence (Q01196 whole entry, looked up): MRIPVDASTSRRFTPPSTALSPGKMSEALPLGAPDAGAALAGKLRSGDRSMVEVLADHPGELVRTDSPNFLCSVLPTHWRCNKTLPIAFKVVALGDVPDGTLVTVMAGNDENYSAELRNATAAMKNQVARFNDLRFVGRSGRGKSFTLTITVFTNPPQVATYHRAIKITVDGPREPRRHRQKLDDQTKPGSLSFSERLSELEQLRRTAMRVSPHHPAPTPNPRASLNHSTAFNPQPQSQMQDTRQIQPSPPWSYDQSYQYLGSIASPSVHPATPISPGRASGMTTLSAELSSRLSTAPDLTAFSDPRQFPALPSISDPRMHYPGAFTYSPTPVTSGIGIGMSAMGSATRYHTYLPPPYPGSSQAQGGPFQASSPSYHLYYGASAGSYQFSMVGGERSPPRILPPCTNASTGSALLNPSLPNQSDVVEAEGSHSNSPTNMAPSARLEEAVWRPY
Target sequence (Q13951 whole entry, looked up): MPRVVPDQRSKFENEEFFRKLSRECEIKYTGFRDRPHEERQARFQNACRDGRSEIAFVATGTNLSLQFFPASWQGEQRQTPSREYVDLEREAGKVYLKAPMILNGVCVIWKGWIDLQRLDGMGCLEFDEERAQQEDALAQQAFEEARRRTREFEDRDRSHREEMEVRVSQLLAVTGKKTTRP
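His-tagged CBF-beta and biotinylated RUNX1 (30 nM each) were premixed 20 min at room temperature, exposed to compound for 15 min, then given nickel-chelate and streptavidin AlphaScreen beads (50 ng each). After 90 min, AlphaScreen signal was read.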
Epigenetic derep = regulators of epigenetic silencing causing reporter derepression in mouse cells | murine LDR cells, GFP reporter derepression, 30 h | Potency, µM (titrated, usually from 53.9 µM), without a hit: at the top dose GFP activation, usual class: activators | 280,000 tested, 0.2% active | AID 1865; also: potency is read from the fitted curve at half-maximal effect; % of control where 0% means no effect; nearly all actives have a fitted effect of over 60% in size
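Derepression of a silenced CMV-GFP reporter in murine LDR cells is scored by enumerating GFP-positive cells with a laser-scanning microplate cytometer after 30 hours of treatment at 37 C.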
Tau fluor cs = counter-screen for tau fibril formation inhibitors | AID 1463 | 280,000 tested, 0.93% active | Potency, µM (series often up to 57.7 µM), for the others: at the highest dose activity change, negative = decrease | tau K18 P301L Alexa594 fluorescence, heparin fibrillization; also: potency is read from the fitted curve at half-maximal effect; % is scaled to controls: 0 for no effect and ±100 for the full control effect; nearly all actives have a fitted effect of over 55% in size
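Human tau K18 P301L (15 uM unlabeled, 0.24 uM Alexa 594-labeled) in 100 mM sodium acetate pH 7 with 20 uM heparin, 6 hr at 37 C. ThT 30 uM added, 1 hr ambient; Alexa 594 FP and total fluorescence read at 555/632 nm.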
aGal spleen mod = inhibitors or activators of human alpha-galactosidase in spleen homogenate | AID 2107 | human spleen homogenate, 4MU-alpha-Gal fluorescence, 40 min | P06280 | 240,000 tested, 0.008% active | Potency, µM (top dose mostly 80 µM), for inactives: top-dose activity change, negative = inhibition, actives largely listed as inhibitors;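 also: potency is read from the fitted curve at half-maximal effect; 0% = enzyme with vehicle and -100% = no enzyme basal signal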
Target sequence (P06280 32-429 limits assumed): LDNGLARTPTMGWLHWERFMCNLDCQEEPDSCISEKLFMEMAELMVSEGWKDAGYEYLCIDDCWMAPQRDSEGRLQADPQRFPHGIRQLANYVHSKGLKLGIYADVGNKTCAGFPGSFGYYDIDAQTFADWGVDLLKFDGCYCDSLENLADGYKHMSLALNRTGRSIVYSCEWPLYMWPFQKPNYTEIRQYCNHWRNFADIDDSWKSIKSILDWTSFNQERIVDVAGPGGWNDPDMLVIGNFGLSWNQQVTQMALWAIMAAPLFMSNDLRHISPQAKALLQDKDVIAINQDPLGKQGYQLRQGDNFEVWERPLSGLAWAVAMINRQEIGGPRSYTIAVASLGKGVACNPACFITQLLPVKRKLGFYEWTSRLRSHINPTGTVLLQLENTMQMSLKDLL
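qHTS titration in buffer at pH 5.0. Alpha-galactosidase activity in spleen homogenate was measured via 4-methylumbelliferone release from 1 mM fluorogenic substrate after 40 min at 37C and a pH 10 stop. AC50 came from Hill fits of control-normalized data.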
TR SRC2 fluor cs = counter-screen for TRb-SRC2 inhibitors: fluorescence interference. TRb/SRC2 Texas Red total fluorescence interference. AID 1479. 280,000 tested, 0.29% active. Potency, µM (top dose mostly 106 µM), for the others: at the highest dose fluorescence change, negative = quenching; active = well fitted curve in either direction with a large enough effect; inconclusive = small, poorly fitted or top-dose-only effect; also: potency is read from the fitted curve at half-maximal effect; % is scaled to controls: 0 for no effect and ±100 for the full control effect
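Human TRβ ligand-binding domain (0.6 uM) and Texas Red SRC2 peptide (20 nM) in Tris buffer with 1 uM T3 and 5% DMSO were incubated with pinned compound for 5 hr at ambient temperature. Total fluorescence was computed as S + 2P (555/632 nm).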
TRb SRC2 PPI = TRbeta-SRC2 interaction inhibition. AID 1469. 280,000 tested, 0.065% active. Potency, µM (series often up to 106 µM), for the others: top-dose activity change, negative = inhibition, usual class: inhibitors. TRbeta-SRC2 peptide binding, fluorescence polarization; receptor liganded with 1 µM T3. P10828;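 also: potency is read from the fitted curve at half-maximal effect; plate controls were bound peptide for no effect and peptide without receptor for full effect; nearly all actives have a fitted effect of over 50% in size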
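TRb LBD 0.6 uM + Texas Red SRC2 peptide 20 nM, 1 uM T3, Tris buffer w/ 5% DMSO; compound pinned, 5 h RT; FP read ex 555/em 632; normalized to unbound and bound controls.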
NPSR antag = neuropeptide S receptor (human) antagonism, cAMP; Potency, µM (titrated, usually from 38.3 µM), without a hit: top-dose activity change, negative = inhibition, usual class: inhibitors; AID 1461; Q6W5P4; CHO-NPSR cells, cAMP TR-FRET, antagonist mode; 220,000 tested, 1% active; also: potency is read from the fitted curve at half-maximal effect; % is scaled to controls: 0 for no effect and ±100 for the full control effect; nearly all actives have a fitted effect of over 50% in size; many of its hits are not listed in these tables
Tau fibril FP = blocks human tau fibril formation measured by polarization | P10636 | K18 P301L tau heparin fibrillization, Alexa594 FP, 6 h | Potency, µM (series often up to 57.7 µM), inactives show top-dose activity, negative = inhibition, usual class: inhibitors | 280,000 tested, 0.39% active; also: potency is read from the fitted curve at half-maximal effect; % is scaled to controls: 0 for no effect and ±100 for the full control effect; nearly all actives have a fitted effect of over 55% in size
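Steps: dispense K18 P301L tau (15 uM plus 0.24 uM Alexa 594 tracer, final) in pH 7 sodium acetate; add compound; add heparin (20 uM final); incubate 6 hr, 37 C; add ThT (30 uM final); after 1 hr ambient, read FP.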
* marks the source's active call; other numbers are inactive results; ? = inconclusive; . = not tested or not shown; [ ] = dose if it differs, or a comment. Unless noted, calls follow the shape of the dose curve; as a rule, active = well fitted curve in the direction sought with a large enough effect; inconclusive = small, poorly fitted or top-dose-only effect, or another doubt; inactive = no such curve, though single readings can be large; an effect the other way counts as inactive or inconclusive. These rows are one share of the data; the hit share may differ from the screen's.

SMILES	CBFb RUNX1 block	Epigenetic derep	Tau fluor cs	aGal spleen mod	TR SRC2 fluor cs	TRb SRC2 PPI	NPSR antag	Tau fibril FP
CCC(C)(C)C1CCc2[nH]nc(C(=O)N/N=C(\C)c3ccco3)c2C1 (stereo unspecified)	-4%	0.0%	-23%	3%	0%	-2%	?	-2%
COc1ccc(N2CCN(Cc3cccn3-c3nnc(N4CCN(C5CCCCC5)CC4)s3)CC2)cc1	.	-1.3%	-16%	.	-7%	-14%	.	-3%
C=CCc1ccc(OCC(O)CN2CCN(Cc3ccc(Cl)cc3)CC2)c(OC)c1 (stereo unspecified)	-1%	-0.4%	-9%	2%	1%	3%	-59%	1%
O=C(NNc1nc2ccc(Cl)cc2s1)c1cc(-c2cccs2)nc2ccccc12	0%[2.36 µM]	-3.0%	?	3%	-3%	3%	2%	0%
O=C(CSc1nnc(CNc2cccc(C(F)(F)F)c2)n1Cc1ccco1)NCc1ccco1	?	0.0%	-4%	9%	0%	-5%	-1%[46.1 µM]	0%
COc1ccc2c(c1)O[C@H](c1ccc3c(c1)OCO3)[C@@H](OC(=O)NCCc1ccc(OC)c(OC)c1)C2=O	-3%	-2.7%	-7%	-11%	-3%	2%	.	-10%
CC[n+]1c(C)cc2c(sc3ccccc32)c1C	6%	-1.7%	0%	1%	0%	6%	5%	-4%
CCOC(=O)CN(C#N)c1nc(C)cc(C)n1	4%	-9.9%	-5%	-3%	-2%	-5%	-2%[46.1 µM]	2%
O=C(CC1N=C(Cc2ccccc2)NNC1=O)N/N=C/c1ccc([N+](=O)[O-])cc1 (stereo unspecified)	-1%	-2.6%	0%	-6%	0%	0%	-3%	0%
COc1cc(NS(=O)(=O)c2ccc(NC(=S)NC(=O)c3cccs3)cc2)nc(OC)n1	-2%	1.3%	-16%	-6%	-4%	5%	-8%[46.1 µM]	?
CC(C)(C)c1nn(-c2ccccc2)c2[nH]c(=O)c(CNCc3ccco3)cc12	1%	0.9%	-11%	5%	-1%	2%	-6%[46.1 µM]	-2%
Cc1cccc(CCNC(=O)C2CCC(CNS(=O)(=O)c3c(C)cc(C)cc3C)CC2)c1 (stereo unspecified)	.	0.0%	0%	.	-3%	-3%	.	5%
Cc1nnc(SCC(=O)NCc2ccc3c(c2)OCO3)[nH]c1=O	5%	0.0%	2%	5%	-8%	-9%	0%[46.1 µM]	-3%
CC(C)(C)c1cnnn1-c1ccc(/C=N/Nc2ccc([N+](=O)[O-])cc2)cc1	-8%	0.0%	?	5%	4%	14%	?	?
CCOC(=O)/C(=N\Nc1ccc(OC)cc1)c1csc(Nc2ccccc2)n1	-22%	0.0%	7.1µM*[quencher]	0%	-9%	-3%	?	?
Cc1ccc(NC(=O)CSc2ccc(-c3ccccn3)nn2)cc1F	.	3.8%	-7%	.	0%	-4%	.	-8%
CCOC(=O)C1CCCN(C(=O)/C=C/c2ccc(OC)cc2)C1 (stereo unspecified)	4%	0.2%	-9%	11%	2%[53 µM]	-3%[53 µM]	1%	-6%
Cc1ccc(NC(=O)C2CCCN2S(=O)(=O)c2ccc3nc(-c4ccccc4)[nH]c3c2)cc1F (stereo unspecified)	.	8.5%	28µM*[quencher]	.	-1%	-7%	.	?
N#Cc1ccsc1NC(=O)CN1CCOCC1	4%	-0.2%	-3%	2%	5%	1%	1%	3%
O=C(c1cccc(F)c1)N1CCN(C(=O)c2cc3ncc(Br)cn3n2)CC1	-7%	0.7%	-3%	8%	-2%	-7%	-5%[46.1 µM]	4%

Brought forward from above: six compounds; new compounds follow.
SMILES	CBFb RUNX1 block	Epigenetic derep	Tau fluor cs	aGal spleen mod	TR SRC2 fluor cs	TRb SRC2 PPI	NPSR antag	Tau fibril FP
CCOC(=O)/C(=N\Nc1ccc(OC)cc1)c1csc(Nc2ccccc2)n1	-22%	0.0%	7.1µM*[quencher]	0%	-9%	-3%	?	?
Cc1ccc(NC(=O)CSc2ccc(-c3ccccn3)nn2)cc1F	.	3.8%	-7%	.	0%	-4%	.	-8%
CCOC(=O)C1CCCN(C(=O)/C=C/c2ccc(OC)cc2)C1 (stereo unspecified)	4%	0.2%	-9%	11%	2%[53 µM]	-3%[53 µM]	1%	-6%
Cc1ccc(NC(=O)C2CCCN2S(=O)(=O)c2ccc3nc(-c4ccccc4)[nH]c3c2)cc1F (stereo unspecified)	.	8.5%	28µM*[quencher]	.	-1%	-7%	.	?
N#Cc1ccsc1NC(=O)CN1CCOCC1	4%	-0.2%	-3%	2%	5%	1%	1%	3%
O=C(c1cccc(F)c1)N1CCN(C(=O)c2cc3ncc(Br)cn3n2)CC1	-7%	0.7%	-3%	8%	-2%	-7%	-5%[46.1 µM]	4%
O=C(Nc1c2c(nn1-c1ccc(F)cc1)CS(=O)(=O)C2)c1ccc(S(=O)(=O)N2CCOCC2)cc1	-3%	-3.9%	0%	8%	-2%	3%	-7%	-2%
CCOC1(OCC)N=C(N)C2(C#N)C(c3ccc(NC(C)=O)cc3)C12C#N (stereo unspecified)	2%	1.0%	-14%	7%	0%	2%	-5%[46.1 µM]	-5%
CCOC(=O)c1c(-n2cnnn2)sc2c1CCCC2	7%	-0.3%	-11%	4%	-1%	-5%	0%[7.67 µM]	-10%
CCCC(CCC(=O)Nc1ccc(C(=O)OC)cc1)C(=O)O (stereo unspecified)	-5%	0.0%	2%	-11%	0%	-20%	-7%[46.1 µM]	0%
Cc1ccc(/C=C2/NC(=O)N(c3ccccc3)C2=O)o1	0%	17%	-19%	-1%	1%	-6%	?	?
O=C(CCc1ccccc1)NNC(=S)NC(=O)c1ccc(Cl)cc1	2%	1.5%	-8%	0%	0%	4%	-18%[46.1 µM]	2%
COc1ccc(C(=O)NNc2ncnc3c2cnn3-c2ccccc2)cc1	.	11%	-8%	.	-1%	5%	.	-6%
O=S(=O)(Nc1ccc(-c2csc(-c3ccccc3)n2)cc1)c1ccccc1	6%	1.6%	?	-19%	-3%	8%	?	?
CC(C)C(C)(C#N)NC(=O)CSc1nc2scc(-c3ccc(F)cc3)c2c(=O)n1Cc1ccccc1 (stereo unspecified)	-4%	-0.9%	-21%	4%	-3%	-4%	-16%[46.1 µM]	-3%
NC(CCCP(=O)(O)O)C(=O)O (stereo unspecified)	18%	-0.2%	-1%	7%	-7%	0%	-5%[46.1 µM]	1%
CC(C)(Oc1ccc(Cl)cc1)C(=O)Nc1ccc(-c2nc3ncccc3o2)cc1	.	1.9%	-8%	.	1%	6%	.	-17%
Cc1cc2cc(CNC(=O)Nc3cccc(Cl)c3)ccc2n1C	.	-0.8%	?	1%	45µM*[fluorescent]	45µM*	-12%[46.1 µM]	?
CCOC(=O)c1cc2sccc2n1CC(=O)O	-3%	-1.1%	3%	-21%	2%	-18%	-7%[46.1 µM]	2%
O=C(CNc1cccc2ccccc12)c1ccc([N+](=O)[O-])cc1	-1%	1.0%	?	7%	-1%	1%	-10%[46.1 µM]	?
CCC(C)NC(=O)c1ccc(CSc2nc3ccncc3n2Cc2ccc(F)cc2)cc1 (stereo unspecified)	-8%[2.36 µM]	6.6%	-15%	2%	-3%	-2%	-48%	-12%
CC(C)(C)NS(=O)(=O)c1cccc(S(=O)(=O)c2cccc(S(=O)(=O)NC(C)(C)C)c2)c1	9%	1.1%	-29%	-21%	-2%	-4%	-16%[46.1 µM]	?
CCOC(=O)c1cnc2c(C)cc(Cl)cc2c1NCCc1ccc(OC)c(OC)c1	.	-1.6%	-9%	.	0%	3%	.	-10%
O=C(COC(=O)COc1ccccc1[N+](=O)[O-])Nc1cccc(Br)c1	-3%	1.0%	-23%	3%	0%	4%	12%	?
C=CCn1c(C)cc(C(=O)COc2ccc(C)nc2[N+](=O)[O-])c1C	-18%	5.5%	-21%	-2%	-1%	0%	8%	-5%
CCOc1ccccc1NC(=O)COC(=O)c1cccc(-c2ccc(OC(C)=O)cc2)c1	5%	5.7%	-25%	-5%	3%	11%	?	-18%
CCn1c2ccccc2c2cc(NC(=O)C(C)Oc3ccc(OC)cc3)ccc21 (stereo unspecified)	-5%	-2.3%	?	-2%	0%	4%	?	15%
CCCC1=C(C(=O)OCC)C(c2ccc(OC)c(CSc3ccccn3)c2)C(C#N)=C(N)O1 (stereo unspecified)	-1%	4.5%	-27%	9%	-5%	-7%	-22%	9%
COc1ccc2c(c1)SCC/C2=C\CN1C(=O)CCC1=O	-4%	-1.1%	-13%	-1%	-1%	2%	-22%	10%
Cc1oc2ncn(CC(C)C)c(=O)c2c1C(=O)NC(C)c1ccccc1 (stereo unspecified)	.	0.0%	-26%	.	-5%	-2%	.	-8%

Structures from the list above that contain an aryl thioether with sulfur outside any ring (6):
SMILES	CBFb RUNX1 block	Epigenetic derep	Tau fluor cs	aGal spleen mod	TR SRC2 fluor cs	TRb SRC2 PPI	NPSR antag	Tau fibril FP
O=C(CSc1nnc(CNc2cccc(C(F)(F)F)c2)n1Cc1ccco1)NCc1ccco1	?	0.0%	-4%	9%	0%	-5%	-1%[46.1 µM]	0%
Cc1nnc(SCC(=O)NCc2ccc3c(c2)OCO3)[nH]c1=O	5%	0.0%	2%	5%	-8%	-9%	0%[46.1 µM]	-3%
Cc1ccc(NC(=O)CSc2ccc(-c3ccccn3)nn2)cc1F	.	3.8%	-7%	.	0%	-4%	.	-8%
CC(C)C(C)(C#N)NC(=O)CSc1nc2scc(-c3ccc(F)cc3)c2c(=O)n1Cc1ccccc1 (stereo unspecified)	-4%	-0.9%	-21%	4%	-3%	-4%	-16%[46.1 µM]	-3%
CCC(C)NC(=O)c1ccc(CSc2nc3ccncc3n2Cc2ccc(F)cc2)cc1 (stereo unspecified)	-8%[2.36 µM]	6.6%	-15%	2%	-3%	-2%	-48%	-12%
CCCC1=C(C(=O)OCC)C(c2ccc(OC)c(CSc3ccccn3)c2)C(C#N)=C(N)O1 (stereo unspecified)	-1%	4.5%	-27%	9%	-5%	-7%	-22%	9%
